Screening results as filed in PubChem.
STAT3 act: activators of IL-6 induced STAT3 signaling; activation (% of control), % at 5.6 µM; 190,000 tested, 0.91% active; AID 871; U3A cells, IL-6 STAT3-luciferase reporter, luminescence; 100% = signal with IL-6 EC80 alone;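 active = activation above the screen-wide mean of compound activation plus 3 SD, cut at about 130% in these data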;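 also: 0% = background luminescence of wells with medium and substrate only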
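Detection: reporter luminescence signal / Assay system: STAT1-lacking human U3A cells, STAT3 luciferase reporter / Incubation: compound pre-incubation 1 h before IL-6, then 6 h stimulation at 37 °C / Control set: IL-6-only high control / Read-out: % activation relative to IL-6 control / Probe or stimulus: Interleukin-6, 33 ng/mL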
APP transl inh: APP translation inhibition; SH-SY5Y APP 5'UTR-luciferase reporter, luminescence; inhibition, % at 2 µM; 190,000 tested, 0.82% active; AID 1285;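 active = inhibition above a set limit, derived from the sample mean plus 3 SD, cut at about 45% in these data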; also: values of inactives mirror those of a sister screen read the other way
FLuc inhib CS: counter-screen for luciferase assay inhibitors: firefly luciferase inhibition; ATPLite firefly luciferase biochemical luminescence, 10 min; 200,000 tested, 1.5% active; inhibition, % at 10 µM; P08659;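 active = inhibition above about 50% when tested at 10 µM, limit read from the data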
Target sequence (P08659 whole entry, looked up): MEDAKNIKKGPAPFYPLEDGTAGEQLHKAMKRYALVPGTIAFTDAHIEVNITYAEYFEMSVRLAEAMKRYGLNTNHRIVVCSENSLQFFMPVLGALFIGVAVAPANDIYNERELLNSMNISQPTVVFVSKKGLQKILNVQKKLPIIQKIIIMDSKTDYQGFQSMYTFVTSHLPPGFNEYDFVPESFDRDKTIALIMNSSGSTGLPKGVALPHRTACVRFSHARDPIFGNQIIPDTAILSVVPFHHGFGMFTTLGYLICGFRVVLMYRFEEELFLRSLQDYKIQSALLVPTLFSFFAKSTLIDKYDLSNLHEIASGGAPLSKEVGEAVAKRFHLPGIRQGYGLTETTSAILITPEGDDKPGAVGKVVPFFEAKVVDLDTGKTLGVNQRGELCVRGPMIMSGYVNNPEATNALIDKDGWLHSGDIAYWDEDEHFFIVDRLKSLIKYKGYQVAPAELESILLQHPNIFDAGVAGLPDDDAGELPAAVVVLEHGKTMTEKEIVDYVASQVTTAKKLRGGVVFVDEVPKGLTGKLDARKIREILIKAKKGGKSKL
STAT1 inh: reduces IFN-gamma driven STAT1 reporter signal; NIH 3T3 STAT1-luciferase reporter, luminescence; inhibition, % at 5.5 µM; 200,000 tested, 0.35% active;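 active = inhibition above a set limit, the mean inhibition across all tested compounds plus 3 SD, cut at about 34% in these data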;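 also: 0% = IFN-gamma with DMSO and 100% = IFN-gamma with 300 µM nifuroxazide; values of inactives mirror those of a sister screen read the other way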
APP 5'UTR act: APP 5'UTR luciferase reporter activation. SH-SY5Y APP 5'UTR luciferase reporter, luminescence; zero percent = DMSO vehicle wells. activation, % at 2 µM. 190,000 tested, 1% active;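 active = activation above a set limit, based on mean plus 3 SD of controls, cut at about 140% in these data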; also: values of inactives mirror those of a sister screen read the other way
Hsp70 activator: Hsp70 transcriptional activation, primary screen; HeLa Hsp70 promoter luciferase reporter, luminescence; scaled: vehicle 0, proteasome-inhibitor control 100%; activation, % at 10 µM; AID 1203; 200,000 tested, 0.04% active;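 active = activation above the mean across all tested compounds plus 3 SD, cutoff set per campaign, cut at about 5.5% in these data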;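 also: 100% = MG132 at 30 µM as the positive control and 0% = DMSO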
RAM inhibit: inhibitors of the yeast RAM network. S. cerevisiae dse1pr::URA3 reporter, 5-FOA growth OD615, 2 d; analog-sensitive cbk1-as2 kinase mutant strain. inhibition, % at 50 µM. 190,000 tested, 1.8% active. AID 868;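 active = inhibition above a set limit, 3 SD over mean compound inhibition, cut at about 8.4% in these data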;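 also: 0% = DMSO-only wells with no growth and 100% = 10 µM 1-NA-PP1 full growth; inhibition rescues growth on 5-FOA so higher OD means more RAM inhibition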
STAT3 inh: STAT3 signaling inhibition. U3A cells, IL-6 STAT3-luciferase reporter, luminescence; host cell line lacks STAT1. inhibition, % at 5.5 µM. 190,000 tested, 0.89% active. AID 862;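 active = inhibition above the mean inhibition across all screened compounds plus 3 SD, cut at about 44% in these data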;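 also: 0% = DMSO only wells and 100% = 100 µM nifuroxazide control wells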
STAT1 act: STAT1 signaling activation; 200,000 tested, 2.6% active; activation (% of control), % at 5.5 µM; NIH 3T3 STAT1-luciferase reporter, IFN-gamma, luminescence; 100% = IFN-gamma alone, no compound;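 active = activation above the screen-wide mean activation plus 3 SD, cut at about 130% in these data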;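 also: raw ratio to IFN-gamma control signal so 100% means no change and 0% no light; values of inactives mirror those of a sister screen read the other way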
NF-kB neuron act: NF-kB expression increase, human neuronal cells | 190,000 tested, 1.6% active | fold change at 12.5 µM | NF-kB reporter expression; stronger effect = higher value | AID 1239; in the data active = fold change above about 3.3
Starred values were filed as active, the others as inactive; . = no result given.

SMILES	STAT3 act	APP transl inh	FLuc inhib CS	STAT1 inh	APP 5'UTR act	Hsp70 activator	RAM inhibit	STAT3 inh	STAT1 act	NF-kB neuron act
COc1ccc(OC)c(C2NC(=O)NC(C)=C2C(=O)Nc2ccc(C)cc2)c1 (stereo not drawn)	99.4	8.4	-3.6	4.3	-8.4	-0.3	0.8	7.0	96.5	1.38
O=C(CN1C(=O)C2CCCCC2C1=O)N1CCN(c2ccc(F)cc2)CC1 (stereo not drawn)	90.8	-17.5	1.7	0.8	17.5	-0.1	0.4	14.9	97.8	1.03
Cc1ccc(OCC(O)CN2CCN(c3ccccc3)CC2)cc1 (stereo not drawn)	108.9	4.7	-4.9	-4.1	-4.7	0.3	1.2	-7.3	103.7	1.22
COc1ccc(-n2c(C)nn(CCOc3ccccc3)c2=O)cc1	107.3	-9.6	-7.3	-25.3	9.6	-0.3	0.1	-3.7	120.2	1.77
CCOC(=O)CSc1nnc(CNC(=O)c2ccc(S(=O)(=O)N(C)C)cc2)n1C	105.0	4.9	-6.3	-2.1	-4.9	-0.2	-1.0	-1.1	100.5	0.97
N#C/C(=C\c1ccc(N2CCOCC2)o1)C(=O)NCCc1ccccc1	96.3	-29.5	0.6	-4.2	29.5	-0.3	-0.5	6.5	104.4	0.96
COc1ccc(-c2nc(CN3CCCC(C(=O)NC4CCCC4)C3)c(C)o2)cc1 (stereo not drawn)	104.0	0.4	2.8	-5.9	-0.4	1.0	0.1	-1.2	105.4	0.94
COc1cc(C2CC(=O)NC(SCC(=O)Nc3ccccc3C)=C2C#N)ccc1O (stereo not drawn)	97.9	8.8	-5.8	-2.2	-8.8	-0.1	7.3	5.0	102.0	1.02
CC1=Nc2ccccc2/C1=C\c1nc(-c2ccccc2)oc1O	103.7	.	-5.4	-2.6	.	-0.2	5.3	-6.2	102.4	1.04
CC1(C)CC2(CC(c3ccccc3F)c3cc(Cl)c(O)cc3O2)NC(=S)N1 (stereo not drawn)	90.0	-9.4	0.7	0.3	9.4	-0.2	0.9	20.8	98.1	0.59
Cc1ccc(NC(=O)CN2C(=O)c3ccccc3C2=O)nc1	95.9	0.6	-2.7	-3.9	-0.6	0.0	1.9	8.6	101.8	1.08
Cc1nnc(SCC(=O)Nc2nc(-c3ccc(F)cc3)cs2)[nH]c1=O	99.4	-3.0	-2.4	-13.5	3.0	0.5	1.7	2.1	111.1	1.03
COCCCn1nnnc1SCC(=O)Nc1nc(C)c(C)s1	100.2	-1.2	-7.4	-3.2	1.2	-0.2	0.5	-0.6	103.0	1.11
CC(C)CNc1nc2c(c(=O)n(C)c(=O)n2C)n1Cc1cccc(Br)c1	105.4	-20.0	-4.2	3.2	20.0	-0.2	2.1	-4.3	97.3	0.75
Cc1onc(-c2ccccc2)c1C(=O)NC(=S)NNC(=O)c1ccc(O)cc1O	99.8	27.0	-5.3	-1.3	-27.0	-0.4	1.1	2.9	101.2	0.88
Nc1nn(-c2ccccc2)c(N)c1N=Nc1ccccc1	120.7	-3.1	51.0*	-115.9	3.1	0.1	-0.7	-19.6	202.5*	8.05*
CC1(C)CC(=O)C2=C(C1)OC(N)=C(C#N)C2C#Cc1ccccc1 (stereo not drawn)	91.7	2.1	0.8	29.1	-2.1	0.0	0.6	12.0	72.9	0.99
Cc1ccc(C(=O)Nc2ccccc2Oc2ccccc2)cc1[N+](=O)[O-]	105.5	-12.3	-12.4	4.1	12.3	0.1	10.7*	-5.6	96.3	0.96
CCCOc1ccc(N2C(=O)C3ON(c4ccccc4)C(CCC)C3C2=O)cc1 (stereo not drawn)	94.7	-8.1	-9.0	2.3	8.1	-0.3	1.9	7.5	91.6	1.04
COCCCn1c2nc3ccccc3nc2c2c(=O)n(Cc3cccs3)cnc21	92.7	-6.4	-6.3	9.4	6.4	0.5	-0.9	10.8	91.6	1.14
O=C(Nc1ccc2c(c1)OCCO2)c1c(F)cccc1F	95.8	-112.1	40.3	-24.3	112.1	0.2	2.4	7.1	122.6	4.05*
CCOC(=O)CSc1nnc(CNC(=O)c2ccc(S(=O)(=O)N3CCCCC3)cc2)n1C	99.5	5.1	-2.2	-2.5	-5.1	-0.3	0.8	2.4	102.3	1.13
N#Cc1nc(-c2ccco2)oc1N1CCN(C(c2ccccc2)c2ccccc2)CC1	98.1	6.2	-5.6	9.4	-6.2	-0.2	2.7	4.9	91.2	0.85
Fc1ccc(Nc2nc(Oc3ccc4c(c3)OCO4)nc(N3CCOCC3)n2)c(F)c1	97.7	10.0	-9.1	-2.2	-10.0	-0.1	2.0	10.3	102.0	0.85
O=C(C1CCN(S(=O)(=O)c2cccnc2)CC1)N1CCN(C2CCCC2)CC1	97.9	11.5	-2.9	0.8	-11.5	0.1	1.3	9.8	99.2	0.96

The list goes on, overlapping the part above by 2 compounds.
SMILES	STAT3 act	APP transl inh	FLuc inhib CS	STAT1 inh	APP 5'UTR act	Hsp70 activator	RAM inhibit	STAT3 inh	STAT1 act	NF-kB neuron act
Fc1ccc(Nc2nc(Oc3ccc4c(c3)OCO4)nc(N3CCOCC3)n2)c(F)c1	97.7	10.0	-9.1	-2.2	-10.0	-0.1	2.0	10.3	102.0	0.85
O=C(C1CCN(S(=O)(=O)c2cccnc2)CC1)N1CCN(C2CCCC2)CC1	97.9	11.5	-2.9	0.8	-11.5	0.1	1.3	9.8	99.2	0.96
COc1ccc(C2=NN(C(=O)CSc3nc4ccccc4s3)C(c3ccc(OC)cc3)C2)cc1 (stereo not drawn)	109.6	8.0	-8.0	-9.1	-8.0	-0.3	5.5	-7.3	108.2	0.68
O=C(c1ccc(NS(=O)(=O)c2cccs2)cc1)N1CCN(c2ccccc2Cl)CC1	106.6	-4.1	0.6	-14.3	4.1	-0.2	4.0	-3.0	110.2	0.97
O=C(O)C1CC=CCC1C(=O)Nc1ccccc1C(=O)N1CCN(c2ccccc2)CC1 (stereo not drawn)	101.4	-1.6	-11.2	-0.1	1.6	-0.4	0.4	-1.4	100.1	1.11
CC(NC(=O)CSc1ncnc2nc[nH]c12)c1ccccc1 (stereo not drawn)	102.5	-1.5	-5.0	2.5	1.5	-0.2	1.2	-2.9	103.3	0.97
CC(C)(C)NC(=O)CN(Cc1cccs1)C(=O)CCC(=O)Nc1nccs1	98.1	-19.8	-7.3	-1.8	19.8	-0.3	0.2	12.3	101.6	1.45
CC(C)CC(=O)Nc1ccc2nn(-c3ccccc3)nc2c1	92.7	-179.1	31.6	-87.2	179.1*	0.1	5.3	12.7	177.1*	6.3*
COc1ccc(CC(=O)NCC2(c3ccc(OC)c(OC)c3)CCCC2)cc1	103.6	-3.6	-7.8	-6.2	3.6	-0.1	0.5	2.1	106.1	.
FC(F)(F)c1cccc(/C=N/NC(=S)NC2CCCCC2)c1	99.6	-9.6	-5.4	-16.5	9.6	-0.2	3.4	8.0	115.0	1.24
CCN(CC)C(=O)Cn1cc(S(=O)(=O)CC(=O)Nc2ccc3c(c2)OCCO3)c2ccccc21	107.1	-19.1	2.7	-16.5	19.1	-0.1	0.9	4.5	114.4	1.61
Cc1ccc(N(CC(=O)N/N=C/c2cccnc2)S(=O)(=O)c2ccccc2)cc1	90.9	15.5	7.8	6.1	-15.5	-0.2	0.0	16.7	93.6	1.81
COCC(C)NC(=O)Cc1ccc(Cl)cc1 (stereo not drawn)	108.7	-16.3	-4.1	-2.6	16.3	-0.3	1.0	-3.8	100.3	1.24
Oc1ccccc1CNCc1ccccc1	97.7	-10.3	0.3	-6.7	10.2	0.1	0.7	7.5	103.0	1.04
C=CCn1c(SCC(=O)c2cccs2)nc2sc(C)cc2c1=O	89.4	1.5	-9.4	1.7	-1.5	-0.2	6.2	16.2	98.4	1.22
COc1ccc(C2CC(c3ccccc3)=NN2S(=O)(=O)c2ccc(C)cc2)c(OC)c1 (stereo not drawn)	89.0	-5.3	-0.9	2.5	5.3	-0.5	5.5	20.0	97.7	0.77
O=C(NNc1ccccn1)C(=O)NNS(=O)(=O)c1ccc(F)cc1	104.6	28.4	-2.3	-2.4	-28.4	-0.1	2.7	-0.4	102.2	1.12
COC(=O)CN1CCN(C(c2ccccc2)c2ccccc2)CC1	108.2	0.8	-6.6	-5.3	-0.8	-0.3	1.2	-5.2	104.9	1.39
C=CCn1c(SCC(=O)NCc2ccco2)nc2sc3c(c2c1=O)CCC3	101.1	-10.8	-4.7	8.0	10.8	-0.1	6.5	2.8	92.7	1.37
O=C(Nc1ccc(S(=O)(=O)Nc2nccs2)cc1)c1ccc(S(=O)(=O)N2CCOCC2)cc1	97.1	-1.8	-5.7	0.5	1.8	-0.4	4.3	5.6	99.6	1.23
Cc1nnc(NC(=O)CSc2nnc(-c3ccccc3)n2C)s1	98.7	10.5	-2.7	10.0	-10.5	-0.1	1.2	7.5	91.2	.
O=C(CCC(=O)N(c1ccccc1)C(C(=O)NC1CCCC1)c1ccncc1)Nc1cccnc1 (stereo not drawn)	96.3	-8.7	-11.2	-1.6	8.7	-0.1	1.0	8.1	101.5	1.17
CCCCn1c(=O)[nH]c(=O)c2c1nc(-c1ccsc1)n2Cc1ccccc1	102.0	-8.3	-5.3	9.2	8.3	-0.3	0.5	3.4	91.6	0.58
O=C(CSc1ccc2c(c1)OCCO2)Nc1ccc(Br)cc1	95.0	4.7	-3.6	4.6	-4.7	-0.4	0.5	9.7	95.9	1.08
CCc1nnc(NC(=O)C2CC(=O)N(CCc3ccccc3)C2)s1 (stereo not drawn)	102.7	-15.3	-6.3	8.8	15.3	-0.2	1.0	1.9	92.0	1.08
N#CCC(=O)N/N=C/c1cc([N+](=O)[O-])ccc1N1CCOCC1	99.0	-4.8	-4.2	10.3	4.8	0.0	-0.3	8.7	90.1	0.8
CNC1=C([N+](=O)[O-])CC([N+](=O)[O-])=C(N2CCNCC2)N1C	95.8	-2.1	-6.8	3.5	2.1	0.0	1.1	12.3	96.4	1.37

(more compounds)
SMILES	STAT3 act	APP transl inh	FLuc inhib CS	STAT1 inh	APP 5'UTR act	Hsp70 activator	RAM inhibit	STAT3 inh	STAT1 act	NF-kB neuron act
COc1ccc(C2=NNC(c3cccnc3)=Nc3ccc(OC)cc32)cc1	103.0	6.3	1.7	6.0	-6.3	-0.2	-0.4	3.4	93.1	0.91
CCCCn1nnc(NC(=O)c2ccco2)n1	110.5	-19.4	-2.1	-8.2	19.4	0.2	0.2	-5.7	107.5	1.48
CCOC(=O)C1CCN(Cc2ccc(F)c(F)c2)CC1	98.3	0.6	-3.9	-4.3	-0.6	-0.1	1.2	7.8	104.0	0.98
Cc1[nH]n(C2=NCCS2)c(=O)c1N=Nc1cccc(C(F)(F)F)c1	91.5	53.1*	-7.9	3.7	-53.1	-0.3	3.2	16.0	95.8	1.12
O=C(NC1CCCc2ccccc21)c1ccc(Br)cc1 (stereo not drawn)	104.2	4.2	2.0	-0.2	-4.2	-0.3	2.4	-5.4	100.2	1.03
Nc1nc2n(n1)C(=O)CC(c1ccc(Cl)cc1)N2 (stereo not drawn)	103.7	5.1	-1.9	1.8	-5.1	-0.1	1.6	0.6	98.2	1.04
CC(C)(C)n1nnnc1C(c1cccs1)N(Cc1cccnc1)Cc1ccccc1Cl (stereo not drawn)	98.8	-9.8	-6.6	-0.8	9.8	0.0	-0.5	5.6	100.8	0.8
CN(C)c1nc(SCCOC(=O)COc2ccc(Cl)cc2Cl)nc(N(C)C)n1	103.0	7.5	-3.2	-0.5	-7.5	-0.1	11.6*	2.9	100.4	1.1
